Assay outcomes as filed in PubChem BioAssay.
GRP78 ERSR act: inducers of ER stress response in human glioma cells; U87-MG GRP78 promoter luciferase reporter, 16 h; Potency, µM, for inactives: top-dose activation, most hits filed as activators; 420,000 compounds, 0.02% hits; AID 602332; also: potency is read from the fitted curve at half-maximal effect; series mostly up to about 76 µM; % of control where 0% means no effect; nearly all actives have a fitted effect of over 35% in size
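Stably transfected U87-MG human glioma cells carrying a GRP78-based luminescent sensor were seeded at 1000 cells/well, pin-dosed with compounds and incubated 16 h. Luciferase reagent was then added, and end-point luminescence was read after 10 min at room temperature.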
D2 antagonist: D2 dopamine receptor (human) antagonism; inhibition, % at 10 µM; P14416; AID 485344; 340,000 compounds, 2% hits; HEK293 TREx D2 cells, calcium flux, dopamine EC80; in the data active = inhibition above about 30%; also: 0% is about no effect
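Calcium mobilization kinetics were recorded at 1 s intervals in tetracycline-induced HEK293 T-REx D2 cells, first for 180 s after compound addition and then 180 s after EC80 dopamine.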
12-LOX inh: ALOX12 (human) lipoxygenase inhibition | P18054 | purified 12hLO, xylenol orange hydroperoxide absorbance | Potency, µM (highest dose often 108 µM), without a hit: at the top dose activity change, negative = inhibition, usual class: inhibitors | 580,000 compounds, 1.1% hits; also: potency is read from the fitted curve at half-maximal effect; % is scaled to controls: 0 for no effect and ±100 for the full control effect
Target sequence (P18054 whole entry, looked up): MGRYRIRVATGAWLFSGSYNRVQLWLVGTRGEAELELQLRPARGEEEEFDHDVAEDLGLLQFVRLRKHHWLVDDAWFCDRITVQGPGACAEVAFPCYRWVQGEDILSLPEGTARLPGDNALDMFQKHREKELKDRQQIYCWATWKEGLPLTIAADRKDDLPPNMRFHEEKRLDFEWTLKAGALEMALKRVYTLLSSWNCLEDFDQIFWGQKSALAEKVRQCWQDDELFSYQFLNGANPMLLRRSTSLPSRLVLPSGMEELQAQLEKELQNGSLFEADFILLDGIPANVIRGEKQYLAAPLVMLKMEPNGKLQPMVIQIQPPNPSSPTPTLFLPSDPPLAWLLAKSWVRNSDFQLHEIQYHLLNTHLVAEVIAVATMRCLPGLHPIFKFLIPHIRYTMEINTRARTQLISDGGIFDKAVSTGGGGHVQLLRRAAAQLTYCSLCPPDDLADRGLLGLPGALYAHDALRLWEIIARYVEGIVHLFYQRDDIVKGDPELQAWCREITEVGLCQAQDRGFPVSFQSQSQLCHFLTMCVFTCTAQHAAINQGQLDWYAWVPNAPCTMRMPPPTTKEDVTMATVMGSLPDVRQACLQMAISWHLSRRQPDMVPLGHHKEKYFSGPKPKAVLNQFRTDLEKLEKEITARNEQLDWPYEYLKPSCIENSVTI
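Purified human 12hLO (150 nM final) in 25 mM Hepes, 0.01% Triton X-100, pH 7.0 was preincubated 15 min at room temperature with compound. Then 40 uM arachidonic acid was added, 30 min. Hydroperoxide was read by Fe-XO absorbance ratio 573/405 nm.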
Vif-A3G inh: blocks the Vif interaction with human APOBEC3G | Q9HC16 | HeLa A3G-eYFP + Vif (tagged APOBEC3G with the HIV-1 protein that degrades it), YFP fluorescence, overnight | Potency, µM (titrated, usually from 46.1 µM), inactives show at the highest dose activity, negative = active, most hits filed as inhibitors | 410,000 compounds, 0.076% hits;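 also: potency is read from the fitted curve at half-maximal effect; % is scaled to controls: 0 for no effect and ±100 for the full control effect; nearly all actives have a fitted effect of over 60% in size; hits raise eYFP signal because A3G escapes Vif-driven loss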
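HeLa cells stably expressing Vif and C-terminally eYFP-tagged A3G, seeded overnight at 37 deg C, then exposed to compound by pintool overnight at 37 deg C. Rise in yellow fluorescence (Ex 488/Em 500-530, Acumen) marks blocked Vif-driven A3G degradation.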
ERG Ets-DNA blk: inhibitors of human ERG Ets domain-DNA interaction. AID 624246. fluorescence polarization, His-ERG Ets domain / labelled DNA. P11308. 370,000 compounds, 0.028% hits. Potency, µM (doses to about 76.9 µM), for inactives: top-dose FP activity, negative = inhibition, usual class: inhibitors; active = well fitted inhibition curve with a large enough effect in the polarisation, with a control signal flat; inconclusive = small, poorly fitted or top-dose-only effect, or effect the other way, or a change in a side signal; inactive = no such curve, though single readings can be large or run the other way; the % refers to the polarisation;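 also: polarization taken with two DNA probes labelled with fluorescein and Texas red; potency is read from the fitted curve at half-maximal effect; % of control where 0% means no effect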
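His-tagged ERG Ets domain (1 uM in the protein solution; 300mM KCl, 50mM Tris-HCl, 1mM EDTA, 1mM DTT, pH 7.5) received compound, then a probe mix of 5 nM fluorescein-DNA and 100nM Texas-615-DNA. Fluorescence polarization was read for both dyes.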
Vif-APOBEC3F blk: Vif-A3F binding inhibition; 390,000 compounds, 0.2% hits; Potency, µM (series often up to 46.1 µM), for inactives: at the top dose activity, negative = active; HeLa A3F-eYFP + Vif (tagged APOBEC3F with the HIV-1 protein that degrades it), YFP fluorescence increase; also: potency is read from the fitted curve at half-maximal effect; % of control where 0% means no effect; nearly all actives have a fitted effect of over 65% in size
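HeLa cells stably expressing Vif plus C-terminally eYFP-tagged A3F were seeded, incubated overnight at 37 deg C, dosed with compound, incubated overnight again at 37 deg C. Yellow fluorescence (Ex 488/Em 500-530) reported blocked Vif-mediated A3F-eYFP degradation.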
D2 ag: D2 dopamine receptor (human) agonism; HEK293 T-REx D2 cells, calcium flux agonist mode; activation, % at 2 µM; 340,000 compounds, 0.53% hits; AID 485358;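 active = activation over 3 SD above normal in the single-dose calcium agonist read, cut at about 30% in these data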; also: 0% is about no effect
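Agonism is scored from calcium flux in a force-coupled, inducible HEK293 cell line expressing D2, read kinetically for 180 s after compound addition against dopamine controls.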
RGS4 inhibitor: inhibitors of human regulator of G protein signaling 4; P49798; Transcreener GDP fluorescence polarization, RGS4-accelerated GTP hydrolysis; Potency, µM (titrated, usually from 114 µM), for inactives: at the top dose activity change, negative = inhibition, usual class: inhibitors; 390,000 compounds, 0.039% hits; also: potency is read from the fitted curve at half-maximal effect; % is scaled to controls: 0 for no effect and ±100 for the full control effect; nearly all actives have a fitted effect of over 75% in size; some results filed as inactive show a strong effect at the top dose
Target sequence (P49798 whole entry, looked up): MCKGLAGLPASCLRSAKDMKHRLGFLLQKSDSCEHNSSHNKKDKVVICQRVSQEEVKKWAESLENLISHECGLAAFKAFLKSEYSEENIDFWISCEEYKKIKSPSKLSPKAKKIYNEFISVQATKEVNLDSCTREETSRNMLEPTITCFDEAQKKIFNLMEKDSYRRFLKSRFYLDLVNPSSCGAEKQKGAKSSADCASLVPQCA
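MLSMR compounds (23 nl, pin-transferred) preincubated 10 min at room temperature with a 500nM (2x) first reagent, then RGS4 at 900nM (2x) plus Transcreener GDP mix added; fluorescence polarization (620/688 nm) read before and after 90 min at 30 °C.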
LDHA block: blocks human lactate dehydrogenase A; P00338; purified LDHA, NADH/diaphorase-resazurin fluorescence; stronger effect = lower value; activity change, % (values are at about 110 or 230 µM); 480,000 compounds, 0.15% hits; AID 1347041; in the data active = activity change below about -30%; inconclusive = mostly about -25% to -30%;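 also: plate controls were DMSO wells for no effect and wells without enzyme for full effect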
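Resorufin fluorescence (ex540/em590), read at 0 and 20 min after diaphorase/resazurin addition, reports the NADH left after a 5 min room-temperature reaction of 2 nM human LDH5 with 0.06 mM NADH and 0.2 mM pyruvate.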
* = called active by the depositor; ? = inconclusive; nt = not tested or not shown; & = joins results of further samples; [ ] = remark or other dose. Unless noted, calls follow the shape of the dose curve; as a rule, active = well fitted curve in the direction sought with a large enough effect; inconclusive = small, poorly fitted or top-dose-only effect, or another doubt; inactive = no such curve, though single readings can be large; an effect the other way counts as inactive or inconclusive.

Values run as follows: 12-LOX inh	GRP78 ERSR act	D2 antagonist	RGS4 inhibitor	LDHA block	Vif-APOBEC3F blk	Vif-A3G inh	D2 ag	ERG Ets-DNA blk
COc1ccccc1C(=O)Oc1cc(N)n(S(=O)(=O)c2ccc(C)cc2)n1
  0%	-9%	-11	4%	-3	2%	2%	0.3	-4%
Cc1ccc(C(=O)O)c(C(=O)Nc2nc3ccccc3s2)c1
  ?	-4%	12	-5%	-3	0%	-4%	-0.1	41%[activator]
Cc1ccc(C)c(NC(=O)Cc2ccc(S(=O)(=O)N3CCCCC3)s2)c1
  -26%	-2%	-5	1%	-5	-6%	-1%	0.1	8%
COc1ccccc1Nc1nc(NCCCCO)nc(N2CCCC2)n1
  2%	-2%	nt	3%	3	4%	-3%	nt	nt
Cc1cc(Br)ccc1N=C1NC(=O)CS1
  1%	-1%	-9	-38%	0	13%	1%	-0.1	-8%
CCOC(=O)c1sc2nc(C)nc(NCc3ccc(F)cc3)c2c1C
  0%	0%	nt	-26%	7	?	-9%	nt	20%
COc1cc(/C=C/C(=O)OCC(=O)Nc2cccc(Oc3ccccc3)c2)ccc1O
  -12%	-7%	nt	-9%	6	-7%	-15%	nt	nt
COc1ccccc1N1CCN(C(=O)c2cc(-c3ccc(F)cc3)on2)CC1
  -8%&-7%	0%&1%	nt	18%&-9%	-10&-9	-1%&1%	0%&0%	-0.1	4%&0%
O=C(Nc1ccccc1)OC1CCS(=O)(=O)C1 (stereo not drawn)
  6%	-6%	-6	-18%	-10	0%	0%	-0.2	nt
N#C/C(=C\c1ccc(OCC(N)=O)cc1)c1ccccc1
  4%	-1%	1	-23%	-9	2%	1%	-0.8	-5%
CC1CCC(NS(=O)(=O)c2cccc3nsnc23)CC1 (stereo not drawn)
  0%	-5%	-4	-8%	-3	?	-1%	0.3	0%
CC1CN(C(=O)Nc2ccc(C(=O)NCCc3ccccc3)cc2)c2ccccc2S1 (stereo not drawn)
  -20%	-3%	nt	19%	-5	0%	2%	-1.0	-3%
CCCC1NC(=O)c2cccnc2-n2c1nc1ccc(Cl)cc1c2=O (stereo not drawn)
  -11%	-3%	nt	nt	-2	0%	2%	nt	nt
Cc1c(N/C(=N/S(=O)(=O)c2cc([N+](=O)[O-])ccc2Cl)c2ccccc2)c(=O)n(-c2ccccc2)n1C
  -4%	-4%	-19	16%	-4	15%	0%	0.3	-1%
CCC(=O)N1c2ccccc2CC1C(=O)NCc1ccccc1Cl (stereo not drawn)
  -18%	-5%	nt	10%	0	0%	1%	-3.6	0%
O=C(O)COc1c(Cl)cc(/C=C2/NC(=O)NC2=O)cc1Br
  -27%	-3%	-7	?	4	-4%	0%	0.3	6%
O=C(CN1C(=O)CSc2ccc(S(=O)(=O)N3CCOCC3)cc21)NCCCN1CCCCC1
  4%&0%	1%&1%	5	-2%[56.9 µM]	-2&-4	-1%&0%	3%&0%	-0.6&-0.4	-1%&3%
O=C(CCC1CCCN(C(=O)c2cncs2)C1)NCc1ccc(F)c(F)c1 (stereo not drawn)
  2%	-3%	3	?	-11	9%	0%	0.8	0%
CN(C)S(=O)(=O)N1CCc2ccc(NC(=O)C3CCCO3)cc2C1 (stereo not drawn)
  nt	-3%	31*	15%	2	-3%	0%	0.8	1%
CC(=O)Nc1ccc(C(=O)OCC(=O)Nc2c(F)cccc2F)cc1
  -10%	-2%	1	-1%	-4	1%	2%	0.2	?
Cc1ccc(CN(C(=O)COc2ccccc2Cl)c2ccccn2)o1
  -18%&-4%	-3%	nt	0%	10&0	3%	5%	nt	4%
COc1cc(NC(=O)CN(C)Cc2ccc(OC(F)F)cc2)c(C)cc1[N+](=O)[O-]
  ?	-3%	nt	8%	-9	-11%	1%	nt	1%
CCOC(=O)CN1C(=O)C(=O)N(Cc2c(Cl)cccc2Cl)C1=O
  -1%	-5%	0	-2%	-8	-4%	-1%	0.9	-9%
CCOC(=O)c1c(NC(=O)CSc2cn(CCNC(=O)c3ccc(OCC)cc3)c3ccccc23)sc2c1CCCC2
  -23%	-2%	nt	-8%	-1	1%	-6%	-0.2	-3%
C=C1CCC[C@]2(C)C[C@H]3OC(=O)C(CNCC(C)C)[C@H]3CC12 (stereo partly drawn)
  -33%	-10%	-2	9%	0	3%	-2%	-0.4	-2%
O=C(O)CCN1Cc2ccccc2C1=O
  ?	-5%	-10	24%	-10	2%	0%	1.7	5%
Cc1cccc(S(=O)(=O)NC(=O)C2(C)CCN2C(=O)CCc2ccccc2)c1 (stereo not drawn)
  ?	-1%	nt	nt	-2	nt	2%	nt	nt
CCOc1ccc(C(=O)Nc2ccncc2)cc1
  -39%[57.4 µM]	2%	1	8%	-4	-6%	0%	-1.2	nt
COc1ccc(S(=O)(=O)N2CCC(N3CCCC3)CC2)cc1
  ?	-3%	5	-5%	-16	-7%	-6%	0.7	-1%
COc1ccc(CCN2CC(C(=O)O)CC2=O)cc1 (stereo not drawn)
  3%	-4%	-10	-41%	-1	-13%	-2%	-0.2	8%

3 structures out of the list, sorted by count of non-hydrogen atoms, lowest first:
Values run as follows: 12-LOX inh	GRP78 ERSR act	D2 antagonist	RGS4 inhibitor	LDHA block	Vif-APOBEC3F blk	Vif-A3G inh	D2 ag	ERG Ets-DNA blk
O=C(Nc1ccccc1)OC1CCS(=O)(=O)C1 (stereo not drawn)
  6%	-6%	-6	-18%	-10	0%	0%	-0.2	nt
N#C/C(=C\c1ccc(OCC(N)=O)cc1)c1ccccc1
  4%	-1%	1	-23%	-9	2%	1%	-0.8	-5%
COc1cc(/C=C/C(=O)OCC(=O)Nc2cccc(Oc3ccccc3)c2)ccc1O
  -12%	-7%	nt	-9%	6	-7%	-15%	nt	nt

Continued.
Values run as follows: 12-LOX inh	GRP78 ERSR act	D2 antagonist	RGS4 inhibitor	LDHA block	Vif-APOBEC3F blk	Vif-A3G inh	D2 ag	ERG Ets-DNA blk
Cc1cc(C)cc(OCCCn2c(-c3ccc(Cl)cc3)nc3ccccc3c2=O)c1
  -18%	-3%	nt	6%	-7	0%	2%	1.9	-4%
CC(=O)C1=C(O)C(=O)N(c2ccc(O)cc2)C1c1ccccc1[N+](=O)[O-] (stereo not drawn)
  -11%	-4%	-9	-12%	2	1%	1%	-0.5	-16%
O=C(OCc1nc2ccsc2c(=O)[nH]1)c1ccc(Cl)s1
  12%	-1%	-10	-43%	4	-1%	3%	0.5	1%
O=C(NCCc1ccccc1)c1ccc2c(c1)N(Cc1ccc(F)cc1)C(=O)c1ccccc1S2(=O)=O
  -18%	nt	nt	-1%	-8	nt	nt	nt	2%
Cc1ccsc1C(=O)N1CCc2ccccc2C1
  ?	8%	4	31%	-7	-4%	3%	0.3	2%
O=C(NCc1nc(-c2ccc(Cl)cc2)no1)c1ccco1
  -9%	0%	34*	13%	-3	-14%	2%	0.1	8%
CC(=O)Oc1ccc(N(C(C)=O)S(=O)(=O)c2cc([N+](=O)[O-])ccc2C)cc1
  2%	-6%	-7	-23%	-8	3%	1%	0.4	-4%
Cc1c(NC(=O)CN2CCN(C(c3ccccc3)c3ccccc3)CC2)c(=O)n(-c2ccccc2)n1C
  2%	-5%	18	-5%	-4	-5%	-3%	0.8	-3%
O=C(Nc1nccs1)c1ccc(COc2ccc(Cl)cc2)o1
  27%	-1%	0	-9%	-3	0%	2%	-0.6	-6%
CNC[C@H]1Oc2cc(Br)ccc2S(=O)(=O)N([C@H](C)CO)C[C@H]1C
  0%	-6%	nt	nt	-20	-7%	2%	nt	nt
Cc1ccc(C)c(CSc2nnc(CCN)o2)c1
  6%	0%	nt	-6%	-8	-3%	-2%	nt	1%
CCOc1ccc(S(=O)(=O)N2CCCCC2)cc1NC(=O)CC1OC(=O)c2ccccc21 (stereo not drawn)
  5%	-5%	-14	-16%	0	2%	-1%	1.5	1%
Cc1c(C=O)c2ccccn2c1C(=O)c1cccc([N+](=O)[O-])c1
  -4%	1%	5	-8%[56.9 µM]	-9	2%	0%	-0.4	-6%
CN(C)S(=O)(=O)c1ccc(NC(=O)CN2CCc3ccccc32)cc1
  6%	-2%	-18	17%	-2	?	0%	0.6	-3%
COc1ccc2cc(C3(C)NC(=O)N(CC(=O)NCC(F)(F)F)C3=O)ccc2c1 (stereo not drawn)
  ?	-3%	-4	27%	-5	11%	1%	-0.2	7%
O=C(NCCc1ccccc1Cl)c1cc2ccccn2n1
  2%	-1%	nt	0%	-4	-7%	0%	0.5	-4%
CCc1ccc(NC(=O)CC2C(=O)OCCN2CC)cc1 (stereo not drawn)
  -22%	-2%	nt	-4%	-1	3%	-4%	-0.2	-8%
COc1ccc(CCNC(=O)CCN2C(=O)[C@@H]3Cc4ccccc4CN3C2=O)cc1
  24%	3%	5	-11%[11.4 µM]	-1	0%	-7%	0.3	-3%
Cc1ccc(-c2cc3nc(NCCc4ccncc4)n(C)c(=O)c3s2)cc1
  2%	4%	nt	nt	-11	nt	-12%	nt	nt

Not all compounds are listed; count on the stated rates, not on these rows.
